EPAC2 antagonist: EPAC2 (human) antagonism; Q8WZA2; EPAC2 GEF exchange of Rap1B-BODIPY-GDP, fluorescence; Potency, µM (top dose mostly 114 µM), for the others: at the highest dose activity, negative = inhibition, hits mostly inhibitors; hit rate 0.18% among 360,000; AID 720708; note: potency is the fitted concentration of half-maximal effect; % is set by controls: 0 for no effect and ±100 for the full control effect; nearly all actives have a fitted effect of over 45% in size; many of its hits are not listed in these tables
Target sequence (Q8WZA2 whole entry, looked up): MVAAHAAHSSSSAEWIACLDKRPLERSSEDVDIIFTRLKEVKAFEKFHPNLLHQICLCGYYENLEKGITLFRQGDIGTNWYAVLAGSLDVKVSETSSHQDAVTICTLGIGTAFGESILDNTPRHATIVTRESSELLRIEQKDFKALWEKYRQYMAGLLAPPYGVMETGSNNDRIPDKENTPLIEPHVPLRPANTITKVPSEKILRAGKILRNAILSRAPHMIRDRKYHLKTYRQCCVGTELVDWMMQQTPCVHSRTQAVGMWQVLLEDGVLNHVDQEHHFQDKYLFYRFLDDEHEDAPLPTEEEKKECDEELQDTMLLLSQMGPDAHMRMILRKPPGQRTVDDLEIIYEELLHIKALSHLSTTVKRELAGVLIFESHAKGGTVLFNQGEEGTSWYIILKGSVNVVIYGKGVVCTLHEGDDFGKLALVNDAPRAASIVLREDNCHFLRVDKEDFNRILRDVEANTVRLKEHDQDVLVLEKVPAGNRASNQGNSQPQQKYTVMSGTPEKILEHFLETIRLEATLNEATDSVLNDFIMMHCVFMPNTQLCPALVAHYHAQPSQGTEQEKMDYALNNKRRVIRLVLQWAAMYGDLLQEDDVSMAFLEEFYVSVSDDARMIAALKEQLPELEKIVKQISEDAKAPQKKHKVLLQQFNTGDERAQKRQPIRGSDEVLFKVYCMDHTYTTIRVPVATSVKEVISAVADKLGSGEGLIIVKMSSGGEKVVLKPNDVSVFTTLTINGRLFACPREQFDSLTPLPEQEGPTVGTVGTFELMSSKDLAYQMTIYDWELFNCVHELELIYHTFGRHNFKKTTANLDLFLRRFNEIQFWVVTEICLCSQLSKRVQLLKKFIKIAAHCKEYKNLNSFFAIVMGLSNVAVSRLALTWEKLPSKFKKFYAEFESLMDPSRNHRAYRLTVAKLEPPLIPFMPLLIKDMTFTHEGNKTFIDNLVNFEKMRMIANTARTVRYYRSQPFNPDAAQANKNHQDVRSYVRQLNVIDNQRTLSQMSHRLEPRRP
TGFb SMAD3 inh: blocks TGF-b signaling; Potency, µM (series often up to 46.1 µM), without a hit: at the top dose activity, negative = inhibition, usual class: inhibitors; AID 588855; HepG2 CAGA-GFP TGF-b/SMAD3 reporter, GFP fluorescence, 18 h; TGF-beta stimulated, 500 pg/mL final; hit rate 1.2% among 410,000; note: potency is the fitted concentration of half-maximal effect; % is set by controls: 0 for no effect and ±100 for the full control effect; nearly all actives have a fitted effect of over 65% in size
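TGF-beta reporter screen: HEPG2 CAGA-GFP, 1% FBS, 500 pg/mL TGF-beta final, 18 h; per-cell GFP summed per well; curves fitted and categorized by class.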
Nrf2 block: Nrf2 pathway inhibition | A549 ARE-Fluc reporter, luciferase luminescence, 18-24 h | Potency, µM (top dose mostly 46 µM), for inactives: at the highest dose activity change, negative = inhibition, hits mostly inhibitors | hit rate 2.1% among 360,000; note: potency is the fitted concentration of half-maximal effect; % is set by controls: 0 for no effect and ±100 for the full control effect; nearly all actives have a fitted effect of over 60% in size
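Reporter: ARE-Fluc in A549. Exposure: 18-24 h, 37 °C, 5% CO2, 5% FBS OPTI-MEM. Readouts: fluorescent cytotoxicity (CellTiter-Fluor), then luminescent Nrf2 signal after BugLite.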
Mm-Cpn inhibitor: M. maripaludis TRiC chaperonin inhibition; purified Mm-Cpn ATPase, ADP Transcreener TR-FRET; Potency, µM (doses to about 76.9 µM), without a hit: at the highest dose activity, negative = inhibition, most hits filed as inhibitors; hit rate 0.031% among 330,000; AID 504842; note: potency is the fitted concentration of half-maximal effect; % is set by controls: 0 for no effect and ±100 for the full control effect; nearly all actives have a fitted effect of over 80% in size
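Measured: ADP formation by purified Mm-CPN. Conditions: 25 nM protein, 10 uM ATP, Tris pH 7.4 with Mg2+, K+ and DTT, 37°C for 30 min. Detection: Transcreener HTRF after 30 min at room temperature.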
EPAC2 ag: EPAC2 (human) agonism. EPAC2 activation, biochemical qHTS; response scale: 100% = 6.5 mM cAMP response. Q8WZA2. Potency, µM (doses to about 154 µM), without a hit: at the top dose activation, most hits filed as activators. hit rate 0.079% among 360,000; note: potency is the fitted concentration of half-maximal effect; nearly all actives have a fitted effect of over 50% in size
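In this primary screen, activation is scored as increased exchange of BODIPY-GDP from Rap1B by 100 nM EPAC2, with 50 uM GDP as competitor. Signal is normalized to the 6.5 mM cAMP agonist control.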
Nrf2 ARE act: activates Nrf2 signaling | Potency, µM (doses to about 46.1 µM), without a hit: top-dose activation, usual class: activators | AID 624171 | AREc32 ARE-luciferase reporter (MCF7-derived line), luminescence, 24 h | hit rate 0.31% among 410,000; note: potency is the fitted concentration of half-maximal effect; % of control where 0% means no effect; nearly all actives have a fitted effect of over 65% in size
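AREc32_Fluc, 1000 cells/well, OPTI-MEM + 5% FBS, o/n 37 deg C 5% CO2; 23 nL cpd by pin tool, 24 hr; Steady-Glo 30 min RT, luminescence.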
pAkt inh: Akt phosphorylation inhibition. AID 651550. Neuro2A IGF-stimulated pAkt S473 HTRF, 20 min; hits give low values. activity change, % for hits at 50 µM. hit rate 0.32% among 360,000; in the data active = activity change below about -80%; inconclusive = mostly about -51% to -80%; note: % is set by controls: 0 for no effect and ±100 for the full control effect
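Single-point screen (50 µM final compound) in Neuro2A cells stimulated 20 min with 6 nM IGF at 37 deg C. After lysis, Ser473-phosphorylated Akt read by HTRF (ex 330 nm, em 615/665 nm) as the 665/615 ratio.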
CCT modulator: modulators of cytosolic chaperonin (CCT/TRiC) activity; purified chaperonin ATPase assay, HTRF ADP detection, 30 min; activity change, % (no concentration beside the values), hits read low; hit rate 0.3% among 360,000; in the data active = activity change below about -30%; note: % is set by controls: 0 for no effect and ±100 for the full control effect
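We incubate TRiC, 40 or 20 nM final, with library compounds at 76 uM and 10 uM ATP for 30 min at 37 °C. ADP formed is detected with Transcreener HTRF reagents after 30 min at room temperature.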
A549 tox: kills or reduces viability of A549 cells in Nrf2 counter-screen. Potency, µM (titrated, usually from 46 µM), without a hit: at the top dose activity change, negative = cytotoxicity, actives largely listed as inhibitors. hit rate 0.16% among 390,000. AID 504648. A549 ARE-Fluc cells, CellTiter-Fluor viability, 18-24 h; note: potency is the fitted concentration of half-maximal effect; % is set by controls: 0 for no effect and ±100 for the full control effect
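A549 ARE-Fluc cells in 5% FBS OPTI-MEM, 5000 cells/well, rested 2 h then exposed to compounds in concentration-response for 18-24 h at 37 °C. Viability by CellTiter-Fluor fluorescence (Ex 405/Em 525) after 30 min; luciferase luminescence (BugLite, 15 min, RT) read afterwards.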
Active calls of the source: *; i = inactive; ? = inconclusive; . = not tested or not shown; & = joins results of further samples. Unless noted, calls come from the whole dose curve; as a rule, active = well fitted curve in the direction sought with a large enough effect; inconclusive = small, poorly fitted or top-dose-only effect, or another doubt; inactive = no such curve, though single readings can be large; an effect the other way counts as inactive or inconclusive. Only part of the results is shown; rates above refer to the full screens.

SMILES	EPAC2 antagonist	TGFb SMAD3 inh	Nrf2 block	Mm-Cpn inhibitor	EPAC2 ag	Nrf2 ARE act	pAkt inh	CCT modulator	A549 tox
COc1ccccc1N1CCN(C(=O)CSc2nnc(NC(=O)c3ccco3)s2)CC1	7%	-2%	13%	1%	-6%	0.4%	i	-0.7	4%
COCC(=O)NCCNc1nc2ccc(C)cc2cc1C	-3%	0%	9%	-2%	-1%	3.0%	i	-0.5	3%
CC(NCC(=O)NCC(=O)Nc1ccc(F)cc1)c1cccc(C(F)(F)F)c1 (configuration not stated)	-15%	11%	24%	4%	-1%	0.2%	i	-0.5	6%
CCCCCCCCN1C(=O)[C@H](CC(=O)N2CCOCC2)C[C@@]2(C(=O)OCC)CCCC=C12	-21%	.	.	.	-5%	8.2%	i	0.9	.
N#C/C(=C\c1cccs1)c1nc2ccccc2[nH]1	6%	21%	27%	-2%	4%	23%	i	-6.0	-15%
CCc1ccccc1NC(=O)Cn1nnc(-c2cccnc2)n1	16%	-1%	8%	0%	1%	0.4%	i	1.2	-3%
Nc1cc2c(cc1Br)[nH]c(=O)c1ccccc12	4%	10µM*	?	.	7%	8.0%	i	1.5	-8%
CCn1c(C)nc2cc(S(=O)(=O)Nc3ccc(C)cc3)ccc21	-2%	-7%	-5%	4%	-6%	-0.8%	i	-0.5	5%
CCCCn1c(N)c(N(CC(C)C)C(=O)c2ccc(-n3c(C)ccc3C)cc2)c(=O)[nH]c1=O	-9%	-7%	5%	0%	-17%	21%	i	-3.9	-1%
O=S(=O)(c1ccc(-c2ccon2)s1)N1CCOCC1	4%	-15%	8%	3%	4%	-0.5%	i	1.0	3%
COc1ccc(NC(=O)Cn2c(=O)n(Cc3nc(C)no3)c(=O)c3cc4c(cc32)OCO4)cc1	.	12%	?	.	.	0.5%	.	.	0%
COC(=O)Cn1nnc(-c2cccc(OC)c2)n1	11%	10%	5%	1%	5%	0.0%	i	-0.7	2%
Cn1c(C(=O)N2CCCC(C(=O)N3CCN(c4ccccc4)CC3)C2)cc2sccc21 (configuration not stated)	.	?	-22%	.	.	-0.1%	.	.	0%
N#CCSc1nnc(-c2c[nH]c3ccccc23)o1	1%	1%	16%	1%	4%	?	i	-0.8	1%
CN(CC(=O)Nc1ccccc1Cl)C(=O)COC(=O)C1CC1	0%	-3%	12%	1%	2%	-0.4%	i	-0.9	-7%
COc1ccc(NC(=O)COc2ccccc2C)cc1S(=O)(=O)N1CCCCC1	-7%	?	?	-6%	9%	3.2%	i	-3.1	-10%
COc1ccc(CCNC(=O)c2cc3sc(Cl)cc3n2C)cc1OC	-24%	4%	26µM*	-15%	21%	2.4%	i	-4.9	-3%
Cc1ccccc1C(=O)c1cn[nH]c1-c1ccccc1O	-3%	4%	10%	2%	1%	-0.7%	i	0.1	4%
Cc1ccc(NC(=O)c2noc(C(C)C)c2[N+](=O)[O-])cc1	-8%	-7%	3%	1%	8%	8.7%	i	-1.3	1%
O=c1nc(N/N=C/c2c[nH]c3ccccc23)cn[nH]1	-1%	?	?	3%	-1%	0.8%	i	-2.7	-9%

Random excerpt: 3 records from the list, in no set order.
SMILES	EPAC2 antagonist	TGFb SMAD3 inh	Nrf2 block	Mm-Cpn inhibitor	EPAC2 ag	Nrf2 ARE act	pAkt inh	CCT modulator	A549 tox
Cc1ccc(NC(=O)c2noc(C(C)C)c2[N+](=O)[O-])cc1	-8%	-7%	3%	1%	8%	8.7%	i	-1.3	1%
COc1ccc(NC(=O)Cn2c(=O)n(Cc3nc(C)no3)c(=O)c3cc4c(cc32)OCO4)cc1	.	12%	?	.	.	0.5%	.	.	0%
COc1ccc(CCNC(=O)c2cc3sc(Cl)cc3n2C)cc1OC	-24%	4%	26µM*	-15%	21%	2.4%	i	-4.9	-3%

(continued)
SMILES	EPAC2 antagonist	TGFb SMAD3 inh	Nrf2 block	Mm-Cpn inhibitor	EPAC2 ag	Nrf2 ARE act	pAkt inh	CCT modulator	A549 tox
CCOc1nc2cnccc2n(CC(=O)Nc2ccc(C)c(C)c2)c1=O	-6%	-15%	1%	0%	-6%	0.6%	.	-1.9	0%
O=C(CCN1C(=O)c2ccccc2S1(=O)=O)NCc1ccccc1	-1%	1%	11%	1%	2%	-0.6%	i	-2.0	-7%
CCCCn1c(N)c(N(CC(C)C)C(=O)C2=NN(c3cc(C)ccc3C)C(=O)CC2)c(=O)[nH]c1=O	-18%	?	-16%	-5%	8%	0.0%	i	0.8	5%
CC(=O)Nc1ccccc1C(=O)N1CCN(Cc2ccccc2)CC1	17%	0%	-2%	1%	-3%	0.2%	i	-0.3	1%
COC(CNc1cc(=O)oc2ccccc12)OC	0%	-4%	2%	-3%	-4%	0.1%	i	0.9	-2%
CCN(CC)C1CCN(C(=O)c2cc(COc3cccc4cccnc34)on2)C1 (configuration not stated)	7%	10%	1%	1%	-1%	-0.8%	i	1.6	-2%
COc1cccc(C(=O)Nc2cccnc2)c1	0%	0%	0%	0%	3%	2.6%	i	-1.3	-4%
OCCCc1cn(Cc2ccccc2)c2ccccc12	-2%	-14%	-5%	2%	8%	3.3%	i	2.9	1%
COc1ccc(S(=O)(=O)N(CC(=O)Nc2cc(Cl)ccc2C)Cc2ccccc2)cc1OC	.	?	?	.	.	6.4%	.	.	-10%
Cc1cccc(C)c1NC(=O)COC(=O)CN1C(=O)C2CCCCC2C1=O (configuration not stated)	5%	0%	0%	0%	7%	0.2%	i	0.3	10%
CCCCn1nc(NC(=O)COC)c2cc3cc(OC)ccc3nc21	-5%	-1%	?	-3%	7%	0.2%	i	-4.2	-2%
CCOC(=O)c1sc(=NC(=O)c2cccc(OC)c2)n(C)c1C	-9%	-2%	?	0%	-3%	1.9%	i	-0.9	1%
COc1ccc(-c2nc(NC(=O)Cn3ccc(C(F)(F)F)n3)sc2C)cc1	-13%	?	21µM*	0%	4%	2.5%	i	-4.1	?
O=C1C=C(c2ccc3c(c2)OCO3)C[C@@H](c2ccc3c(c2)OCO3)C1	-24%	-1%	0%	0%	15%	0.3%	i	-1.4	6%
CCn1c(CSCc2c(Cl)cccc2Cl)n[nH]c1=S	-12%	1%	?	0%	3%	2.8%	i	-0.3	0%
COC(=O)C[C@H]1C[C@H]2c3cc(NC(=O)C4CCOCC4)ccc3O[C@H]2[C@H](CO)O1	-8%	-6%	.	.	0%	-0.8%	i	0.4	.
COc1ccccc1NS(=O)(=O)c1cc(NC(C)=O)ccc1N1CCCCC1	-28%	-7%	?	-5%	16%	0.2%	i	1.7	-1%
Cc1ccc(-n2ncc3c(=O)n(CC(=O)NCc4ccco4)cnc32)cc1	11%	8%	-7%	?	-6%	2.5%	i	1.7	-7%
Cc1ccc(S(=O)(=O)CCCS(=O)(=O)c2ccc(C)cc2)cc1	-1%	2%	12%	0%	7%	-0.7%	i	-3.8	-2%
Cn1c(C(=O)NCc2ccco2)cc2c(=O)[nH]c3ccccc3c21	-14%	-9%	?	0%	-1%	3.9%	i	-0.4	7%
Nc1nonc1-n1nnc(C(=O)N/N=C/c2ccccc2F)c1-c1cccs1	-6%	13%	9%	0%	8%	11%	i	-0.8	2%
Cc1c(NC(=O)c2ccc(Cl)nc2)cccc1-c1nc2cccnc2s1	11%	-8%	?	-4%	0%	-0.4%	i	-0.2	-13%
Cc1ccc(Cn2c(Sc3nnc(C)s3)nc3c2c(=O)[nH]c(=O)n3C)cc1	-10%	-1%	-18%	-1%	-4%	0.2%	i	-0.9	0%
COc1ccc(C(C)(O)c2nc(-c3ccc(F)cc3OC)cs2)cc1 (configuration not stated)	?	-16%	.	.	17%	0.9%	i	-1.7	.
Cc1ccc(/C=N/NC(=O)CCSc2ccccc2)cc1	-11%	-24%	-4%	-1%	18%	4.0%	i	-2.0	-4%
O=C(O)c1ccc(N/N=C/c2ccnc3ccccc23)cc1	-19%	9%	-12%	-1%	-4%	-0.2%	i	-0.5	?
CC(C)n1cc(C(=O)N2CCCC(Nc3ccc(F)c(F)c3)C2)cn1 (configuration not stated)	-11%	-12%	-1%	-2%	0%	2.5%	.	0.4	14%
CCOc1ccc(N(CC(=O)NCc2ccc(OC)cc2)S(=O)(=O)c2c(C)[nH]c(=O)[nH]c2=O)cc1	8%	?	6%&10%	-3%	5%	-0.9%&-1.3%	i	2.2	1%&-4%
O=c1cc2n(c(=O)[nH]1)CCC1=C2CCCC1	-3%	2%	-22%	0%	6%	0.1%	i	-3.6	-9%
CCOC(=O)C1=C(C)NC(C)=C(C(=O)OCC)C1C1=COCCO1	4%	3%	.	1%	7%	3.0%	i	-3.3	-8%
Cc1ccc(C(=O)CC2(O)C(=O)N(CCc3ccccc3)c3ccc(Br)cc32)cc1 (configuration not stated)	.	?	-10%	.	.	-3.0%	.	.	-3%
CC(C)c1ccccc1NC(=O)Nc1ccc(F)cc1F	9%	-7%	?	-1%	-5%	0.3%	i	-1.3	13%
Cn1nc(C(=O)Nc2nc3ccc(S(C)(=O)=O)cc3s2)ccc1=O	11%	0%	.	2%	9%	-0.6%	i	0.2	-2%
N#CC1(NC(=O)CSc2nnc(COc3ccccc3F)n2N)CCCCC1	1%	-3%	-11%	3%	2%	0.0%	i	1.7	12%
CSc1ccc(C(=O)C2CCCN(Cc3cccn3-c3cccnc3)C2)cc1 (configuration not stated)	-22%	?	?	-4%	4%	3.7%	i	-0.8	-3%
CCc1ccc(CNCc2c(C(=O)O)n(Cc3ccc(C)cc3)c3cc(C)ccc23)cc1	.	16µM*	?	.	.	-0.2%	.	.	?
O=C(CN(c1cccc(C(F)(F)F)c1)S(=O)(=O)c1ccc(Cl)c([N+](=O)[O-])c1)NCc1ccccc1Cl	-4%	?	3%	-7%	5%	?	i	0.4	-4%
